Bioassay records as filed in PubChem BioAssay.
FAS TE block: inhibitors of human fatty acid synthase thioesterase domain; P49327; recombinant FAS-TE, OMFH fluorogenic substrate, fluorescence endpoint; inhibition, % at 15 µM; 360,000 compounds, 0.67% hits;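 active = compounds whose normalised, plate-corrected inhibition of enzyme fluorescence in the single-dose primary screen is 50% or more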;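 also: 0% = DMSO with enzyme and 100% = substrate without enzyme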
E coli Lon inh: inhibitors of E. coli Lon protease; purified E. coli Lon protease, fluorescence polarization; inhibition, % at 7.94 µM; 360,000 compounds, 0.42% hits; in the data active = inhibition above about 13%, passing the limit was not always enough;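 also: 0% = enzyme with probe and DMSO and 100% = no enzyme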
MsrA inhibitor: inhibits bovine methionine sulfoxide reductase A. purified bovine MsrA, absorbance read-out. inhibition, % at 15.5 µM. 360,000 compounds, 0.75% hits; in the data active = inhibition above about 4.5%;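 also: 0% = vehicle wells with enzyme and 100% = reference inhibitor wells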
Rin1 Abl inh: blocks binding of human Rin1 to Abl; P00519+Q13671; TR-FRET Rin1/Abl binding, biochemical; inhibition, % at 7.35 µM; 360,000 compounds, 0.4% hits; in the data active = inhibition above about 5%, passing the limit was not always enough
CSN deneddyl inh: CSN deneddylation inhibition; Q92905; Purified CSN, SCF-Nedd8-OG deneddylation, fluorescence polarization; inhibition, % at 12.5 µM; 360,000 compounds, 0.38% hits; AID 651999;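 active = pattern-corrected inhibition above about 35%, with an unprinted fluorescence ratio check between 0.5 and 1.5, limit read from the data, passing the limit was not always enough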;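 also: 0% = enzyme with substrate and 100% = substrate without enzyme; some results filed as inactive read as strong as hits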
Target sequence (Q92905 whole entry, looked up, one chain of several): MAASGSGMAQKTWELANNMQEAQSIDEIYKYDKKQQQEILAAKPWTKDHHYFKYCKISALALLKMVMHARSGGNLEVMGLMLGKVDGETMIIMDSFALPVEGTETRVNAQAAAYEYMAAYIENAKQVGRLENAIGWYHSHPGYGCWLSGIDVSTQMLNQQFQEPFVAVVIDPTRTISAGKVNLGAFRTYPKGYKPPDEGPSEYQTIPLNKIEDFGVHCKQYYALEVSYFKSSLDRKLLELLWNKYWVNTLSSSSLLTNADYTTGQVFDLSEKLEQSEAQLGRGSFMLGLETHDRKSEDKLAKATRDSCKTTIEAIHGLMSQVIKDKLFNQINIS
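assay system = purified human Csn5 enzyme expressed in HEK293T cells | amount = 0.24 nM enzyme | buffer or medium = Tris/NaCl/DTT buffer, pH 7.5 | reagent = 10 nM SCFSkp2-Nedd8OG | compound = one concentration, 12.5 µM, 0.25% DMSO | times = 90 min reaction at room temperature | signal = FP | read-out basis = % inhibition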
MsrA act: activates bovine MsrA enzyme; purified bovine MsrA, absorbance read-out; activation, % at 10.6 µM; 360,000 compounds, 0.3% hits; in the data active = activation above about 7.5%;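 also: 0% = vehicle and 100% = reference activator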
TbMetRS inhib: Trypanosoma brucei MetRS inhibition; purified T. brucei MetRS, ATP depletion, Kinase-Glo luminescence; inhibition, % at 11.9 µM; 360,000 compounds, 0.4% hits; AID 624268;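 active = inhibition above a per-plate cutoff of the control wells' mean inhibition plus 3 SD, cut at about 5.5% in these data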;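 also: 0% = DMSO wells median and 100% = median of wells with control inhibitor compound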
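Dosing: 11.9 µM single point; system: parasite MetRS enzyme; technique: luminescence of leftover ATP; times: 15 min enzyme-compound preincubation, 2 h reaction, 10 min detection, 25 °C; replicates: each compound tested once; read-out basis: percent inhibition relative to median high and low control wells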
Neddyl block: blocks human cullin neddylation. TR-FRET cullin neddylation, biochemical. calls only at 25 µM. 360,000 compounds, 0.58% hits; in the data active = inhibition above about 36%
MLLE-PAM2 inh: blocks PAM2 peptide binding to the PABP1 MLLE domain | P11940 | GST-MLLE / FITC-PAM2 fluorescence polarization | inhibition, % at 20 µM | 360,000 compounds, 0.36% hits; in the data active = inhibition above about 35%, passing the limit was not always enough;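 also: plate controls were DMSO wells with GST-MLLE for no effect and wells lacking GST-MLLE protein for full effect; some results filed as inactive read as strong as hits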
Target sequence (P11940 whole entry, looked up, the tested form may be a part): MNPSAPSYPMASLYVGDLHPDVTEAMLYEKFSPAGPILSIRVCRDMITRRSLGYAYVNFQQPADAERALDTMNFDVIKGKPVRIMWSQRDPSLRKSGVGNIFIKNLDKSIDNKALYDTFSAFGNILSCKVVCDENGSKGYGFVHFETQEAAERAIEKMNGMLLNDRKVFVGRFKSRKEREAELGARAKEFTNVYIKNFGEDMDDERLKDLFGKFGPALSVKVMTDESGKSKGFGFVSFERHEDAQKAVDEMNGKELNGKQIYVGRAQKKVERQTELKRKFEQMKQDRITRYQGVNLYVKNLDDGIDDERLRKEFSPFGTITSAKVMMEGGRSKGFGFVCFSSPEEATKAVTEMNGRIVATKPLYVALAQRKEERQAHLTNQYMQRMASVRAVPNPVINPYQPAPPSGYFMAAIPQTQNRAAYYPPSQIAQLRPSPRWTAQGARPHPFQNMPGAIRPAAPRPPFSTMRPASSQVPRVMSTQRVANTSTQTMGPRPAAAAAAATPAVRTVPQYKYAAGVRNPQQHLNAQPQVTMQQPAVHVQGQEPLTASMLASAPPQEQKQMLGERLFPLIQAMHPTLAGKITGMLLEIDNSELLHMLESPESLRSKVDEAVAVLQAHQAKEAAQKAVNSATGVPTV
Starred values were filed as active, the others as inactive; i = inactive; x = not tested or not shown; + = active, no number; & = joins results of further samples.

SMILES	FAS TE block	E coli Lon inh	MsrA inhibitor	Rin1 Abl inh	CSN deneddyl inh	MsrA act	TbMetRS inhib	Neddyl block	MLLE-PAM2 inh
CCCCN(CCCNC(=O)c1ccc(CS(=O)(=O)c2c(Cl)cccc2Cl)o1)Cc1ccccc1	3	-3	0.6	-1	-1	0	-0.5	i	-5
CCOC(=O)CNC(=O)CCNS(=O)(=O)c1ccc2c(c1)c(=O)n(C)c(=O)n2C	-5	-3	-0.9	4	2	-10	-0.8	i	2
CCCCNC(=O)CCc1c(C)nc2nc(-c3cc(OC)cc(OC)c3)nn2c1C	-3	7	0.9	-3	5	0	-0.5	i	11
C=C1N(c2cccc(Cl)c2)C(=O)OC1(C)C	0	0	1.6	0	-5	1	0.5	i	-9
O=C(N/N=C/c1c[nH]c2ccccc12)c1cccc([N+](=O)[O-])c1	18	-8	3.5	2	-10	-6	0.5	i	9
COc1ccc(NC(=O)C2=C(C)NC(=O)NC2c2cccc(OC)c2OC)c(OC)c1 (stereo not drawn)	0	-2	-1.0	-3	2	5	-1.1	i	-2
C=CCN(CC=C)C(=O)Nc1cc(OC)ccc1OC	-3	4	-1.4	2	0	-1	0.6	i	20
CCOC(=O)c1cc([N+](=O)[O-])c([N+](=O)[O-])cc1NC(C)=O	6	-2	0.4	-2	5	-4	0.5	i	21
O=C(Nc1ccncc1)C1CC1c1ccccc1 (stereo not drawn)	-6	-5	0.4	-2	3	0	0.3	i	13
COc1ccc(Cl)cc1NC(=O)COC(=O)CNC(=O)C1CCCCC1	-2	-7	0.2	3	-2	-6	-0.3	i	-3
O=[N+]([O-])c1nn(-c2ccc(Cl)cc2)n(O)c1=NCc1cccnc1	-8	-4	0.6	1	0	-1	-0.3	i	-8
O=C(Nc1cccc(F)c1)C1CCN(C(=O)c2ccccc2Cl)CC1	-3	-1	-1.0	-1	1	-3	-0.3	i	-5
Cc1ccc(/C(=N/Nc2nc3ccccc3s2)C2=C(O)c3ccccc3C2=O)cc1	31	-2	0.7	0	-7	3	0.0	i	-5
O=C(NCc1ccccc1CN1CCCC1)c1ccc(OCc2cscn2)cc1	-5	-13	-0.3	0	0	-2	-0.2	i	-4
COc1ccc(N2C(=O)CC(c3cc(OC)c(OC)c(OC)c3)CC2=O)cc1	-9	0	-0.6	4	-7	-2	-0.3	i	6
O=C(NC1CCCCC1)C(c1ccccn1)N(C(=O)Cc1cccs1)c1ccc(Cl)cc1 (stereo not drawn)	21	-5	-1.5	0	-3	3	-0.3	i	10
COc1ccc(C)cc1S(=O)(=O)N1c2ccc(C)cc2C2CN(C)CCC21 (stereo not drawn)	-3	-1	1.3	3	1	-5	0.1	i	9
CC(c1ccco1)N(Cc1ccco1)C(=O)Nc1ccccc1 (stereo not drawn)	-3	1	-0.8	2	0	-2	-0.3	i	8
CC(C)(C)OC(=O)NCCCC[C@H](NC(=O)c1[nH]cnc1C(=O)Nc1ccccc1)C(=O)OC(C)(C)C	69*	2	-1.3	1	-4	0	-0.4	i	2
COc1ccc(/C=C/C(=O)N2CC(C)OC(C)C2)cc1OC (stereo not drawn)	2	-4	1.8	-2	-2	-12	-0.5	i	-2
COc1cccc(NC(=O)CSc2nc3ccccc3n2C)c1	7	12	0.1	3	6	-2	1.8	i	-2
COC(=O)c1ccc(Cn2nc(C)c([N+](=O)[O-])c2C)o1	6	5	1.8	2	-8	-3	-0.3	i	1
CCOC(=O)[C@H]1[C@H]2COc3cc(OC)ccc3[C@@H]2N2C(=O)CN(Cc3ccco3)C(=O)[C@@]12C	1	10	0.3	3	1	-10	-0.7	i	3
N#Cc1c(Nc2ccccc2)sc(C(=O)c2ccc(F)cc2)c1N	26	12	-0.4	0	-1	-5	2.2	i	2
COc1ccc([C@H]2C[C@H](n3cc(C4CC4)nn3)[C@@H](O)CN2CC2CCCCC2)cc1	23	2	-0.4	0	6	-1	0.0	i	-1
COc1cc(/C=N/NC(=O)CCN2CCN(C(c3ccccc3)c3ccccc3)CC2)ccc1O	3	-3	0.1	5	-3	-2	-0.4	i	9
CC(C)(C)NC(=O)NC(=O)CN1c2cccc3cccc(c23)S1(=O)=O	3	-88	0.9	-1	3	-2	1.6	i	-6
CCOC(=O)/C(C)=N/NC(=O)c1ccc([N+](=O)[O-])cc1	-6	2	0.2	2	1	-3	-0.2	i	14
CCOc1ccc2oc(=O)cc(CN3CCN(C(=O)c4ccco4)CC3)c2c1	-1	-1	-0.4	1	4	-8	-0.7	i	-9
Nc1cc(=O)[nH]c(SCC(=O)Nc2nnc(-c3ccccc3)s2)n1	-3	-6	1.8	5	-9	-3	-0.2	i	26
O=C(O)Cc1csc(-c2ccccc2)n1	0	1	0.9	3	-8	-3	-0.3	i	3
CCC1(CC)SC(N)=NC1=O	-7	-22	1.5	-2	-1	-9	-0.2	i	3
CCOC(=O)c1c(C)c(C(=O)NCc2cccnc2)c(C)n1CC	-3	-3	-1.4	-2	-7	-2	0.1	i	-6
CSCCC(NC(=O)c1ccco1)C(=O)N1CC=C(c2ccccc2)CC1 (stereo not drawn)	2	5	0.6	0	-3	-3	-0.3	i	-1
C=CS(=O)(=O)c1ccc(Oc2ccc(S(=O)(=O)C=C)cc2)cc1	-10	12	-0.5	-1	15	-6	-0.4	i	3
CCN(CC)CCN(C(=O)/C=C/c1cccs1)c1nc2ccc(OC)cc2s1	-5	5	1.3	-3	1	-3	-0.3	i	3
CCN1C[C@@H]2[C@@H]3C(=O)N(Cc4ccccc4)C(=O)[C@@H]3[C@](C)(C1=O)N2C(=O)c1ccc(Br)cc1	-8	0	-0.5	1	-2	-2	0.0	i	-8
CC1CCN(S(=O)(=O)c2ccc(C(=O)N3CCOCC3)cc2)CC1	-2	-10	0.2	2	-2	-1	0.3	i	1
O=c1cc(-c2ccccc2)[nH]c2ccccc12	-4	-1	1.1	-1	2	-4	-0.7	i	-1
CCOc1cccc(/C=C(/C#N)c2nc3ccccc3[nH]2)c1OCC(=O)O	-2	-15	3.1	-1	1	-3	0.9	i	-11
O=C(N/N=C/c1ccc(O)c([N+](=O)[O-])c1)c1ccncc1	-3	-10	5.6*	-4	-1	-5	-0.7	i	9
Cc1ccc(/C=C/C(=O)O)cc1S(=O)(=O)N(CCO)CCO	-6	-1	0.3	-1	-1	-1	-0.3	i	1
CC(C)NC(=O)N(C)C[C@@H]1Oc2cc(C#Cc3ccccn3)ccc2S(=O)(=O)N([C@@H](C)CO)C[C@H]1C	-6	6	-0.3	-2	0	-1	0.6	i	4
Cc1oc(-c2cccc(Cl)c2)nc1CS(=O)(=O)CC(=O)NCCN1CCOCC1	-2	0	-0.5	0	-3	-2	-0.1	i	-6
O=[N+]([O-])c1cccc(CN2CCCCCC2)c1	-4	-10	0.4	0	1	-4	-0.4	i	-8
CC(C)Cn1c(N)c(C(=O)CSc2ncn[nH]2)c(=O)n(C)c1=O	-7	4	0.3	7	-2	-4	-0.3	i	-10
O=C(NC(Cc1ccccc1)C(=O)O)/C(=C/c1ccc(Br)cc1)NC(=O)c1ccc(Br)o1 (stereo not drawn)	3	-1	0.6	0	-1	-10	-0.4	i	3
Cc1cccc(CCNC(=O)CCc2nnc(CCc3ccccc3)o2)n1	-12	1	-0.1	4	2	-10	-0.8	i	7
COc1cccc2cc(C(C)N(CCCN3CCOCC3)C(=S)Nc3c(C)cccc3C)oc12 (stereo not drawn)	13	-5	-1.3	2	-1	-3	-0.8	i	-1
O=C1CC(c2cc3c(cc2Br)OCO3)C2=C(CCCC2=O)N1 (stereo not drawn)	-1	3	-0.6	-1	6	-6	-0.3	i	5
O=C1CCc2cc(S(=O)(=O)N3CCN(c4ccccc4F)CC3)ccc2N1	1	-8	0.7	2	1	-3	-1.1	i	3
CCCCCCCC(=O)OCC(O)CO (stereo not drawn)	-3	2	0.1	3	-2	-2	-0.1	i	-11
CCOc1ccc(C(=O)NCC(=O)NCC(c2ccccc2OC)N2CCCC2)cc1 (stereo not drawn)	-10	-4	0.6	3	-3	-2	0.1	i	-7
NCc1ccc(S(N)(=O)=O)cc1	-9&-6	2&-6	2.1&-1.1	3&-3	3&-3	-6&-1	-1.0&0.0	i	3&6
COc1ccc(OC)c(N=Nc2c(O)c3ccccc3[nH]c2=O)c1	-3	-8	-0.4	-4	9	1	-0.3	i	-14
CC(=O)N[C@@H]1C=C[C@@H](CC(=O)NCc2ccc(Cl)cc2)O[C@@H]1CO	x	x	0.2	x	-3	x	-0.3	i	x
O=C(NNC(=O)c1ccccc1-n1cccc1)c1ccc(F)cc1	-8	-3	1.3	0	-2	1	-0.4	i	22
O=Cc1cc(N=Nc2cccc(C(=O)O)c2)ccc1O	-4	15*	4.2	1	-1	-6	0.0	i	9
CC(=O)c1ccc(NC(=O)Nc2cccc3ccccc23)cc1	0	-8	0.1	1	4	-3	-0.1	i	3
COc1ccc(C(=O)NC(=S)N2CCC(C)CC2)cc1Br	12	0	1.1	-4	1	-3	-0.3	i	24

The final two compounds of the part above open the next one.
SMILES	FAS TE block	E coli Lon inh	MsrA inhibitor	Rin1 Abl inh	CSN deneddyl inh	MsrA act	TbMetRS inhib	Neddyl block	MLLE-PAM2 inh
CC(=O)c1ccc(NC(=O)Nc2cccc3ccccc23)cc1	0	-8	0.1	1	4	-3	-0.1	i	3
COc1ccc(C(=O)NC(=S)N2CCC(C)CC2)cc1Br	12	0	1.1	-4	1	-3	-0.3	i	24
COc1cc(/C=C/C(=O)OCC(=O)Nc2sc3c(c2C#N)CCC(C)C3)ccc1OCC#N (stereo not drawn)	64*	-6	2.6	1	-10	-4	0.4	i	-11
Cc1ccc(S(=O)(=O)N2C[C@H]3[C@H]4C(=O)N(c5ccccc5)C(=O)[C@H]4C[C@H](OC(=O)Nc4c(C)noc4C)[C@@]3(O)C2)cc1	-1	-6	-1.5	-4	4	-6	0.4	i	-1
C[C@@H]1CCCCO[C@@H](CN(C)Cc2ccccc2)[C@@H](C)CN([C@H](C)CO)C(=O)c2cc(NC(=O)Nc3cccc4ccccc34)ccc2O1	52*	-1	0.1	1	2	0	-0.6	i	9
CN(C)c1nc(NCc2ccccc2)nc(SCC(=O)Nc2ccc(Cl)c(Cl)c2)n1	31	-10	-0.2	1	-2	-3	-0.8	i	-13
COc1ccc(CNCC(O)COc2ccc(C)cc2[N+](=O)[O-])cc1 (stereo not drawn)	0	2	-0.9	-1	-7	-5	0.2	i	-22
Cc1nn(C)c(C)c1CN(C)C(=O)c1cc2nc(-c3ccco3)cc(C(F)(F)F)n2n1	-3	-6	0.8	2	1	0	0.1	+	-12
O=[N+]([O-])c1ccc(NC(=S)N/C(=N/CS(=O)(=O)c2ccccc2)c2ccccc2)cc1	17	-4	1.2	-3	0	-4	-0.9	i	18

Some of these compounds in order of the TbMetRS inhib value, smallest number first:
Molecule	E coli Lon inh	MsrA inhibitor	Rin1 Abl inh	CSN deneddyl inh	MsrA act	TbMetRS inhib	Neddyl block	MLLE-PAM2 inh
O=C(NNC(=O)c1ccccc1-n1cccc1)c1ccc(F)cc1	-3	1.3	0	-2	1	-0.4	i	22
COc1ccc(N2C(=O)CC(c3cc(OC)c(OC)c(OC)c3)CC2=O)cc1	0	-0.6	4	-7	-2	-0.3	i	6
Nc1cc(=O)[nH]c(SCC(=O)Nc2nnc(-c3ccccc3)s2)n1	-6	1.8	5	-9	-3	-0.2	i	26
Cc1oc(-c2cccc(Cl)c2)nc1CS(=O)(=O)CC(=O)NCCN1CCOCC1	0	-0.5	0	-3	-2	-0.1	i	-6
COc1ccc([C@H]2C[C@H](n3cc(C4CC4)nn3)[C@@H](O)CN2CC2CCCCC2)cc1	2	-0.4	0	6	-1	0.0	i	-1
COc1ccc(C)cc1S(=O)(=O)N1c2ccc(C)cc2C2CN(C)CCC21 (stereo not drawn)	-1	1.3	3	1	-5	0.1	i	9
